# Mito fusion act: inhibitors of mitochondrial division or activators of mitochondrial fusion. S. cerevisiae fusion-defective mutant growth rescue, CellTiterGlo 48 h. Potency, µM (doses to about 46.1 µM), without a hit: at the top dose growth rescue (activation), most hits filed as activators. actives 0.23% (n = 320,000);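 also: potency is read from the fitted curve at half-maximal effect; % of control where 0% means no effect; nearly all actives have a fitted effect of over 45% in size; temperature-sensitive fusion mutants such as fzo1-1 at 37 °C on non-fermentable ethanol glycerol medium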
#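 Read-out: ATP-based luminescence (CellTiterGlo, 10 min ambient) reporting growth of fusion-defective ts yeast after 48 hours at 37C on glycerol/ethanol YPEG medium in the presence of compound.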
# Eya2 inh: Eya2 (human) phosphatase inhibition; recombinant Eya2, OMFP fluorescence dephosphorylation (OMFP is methylfluorescein phosphate); Potency, µM (highest dose often 76.9 µM), inactives show at the highest dose activity, negative = inhibition, usual class: inhibitors; actives 0.006% (n = 330,000); also: potency is read from the fitted curve at half-maximal effect; % is scaled to controls: 0 for no effect and ±100 for the full control effect
#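 Eya2 (0.2 uM) preincubated 10 min at ambient with compound, then OMFP substrate added at 50 uM; 10 min reaction in 50 mM HEPES pH 7.5, 50 mM NaCl, 5 uM MgCl2, 0.05% BSA, 1 mM DTT. Fluorescence read at Ex 485/Em 525 nm.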
# TSHR antag: antagonists of human thyroid stimulating hormone receptor; P16473; TSHR-expressing cells, TSH-stimulated cAMP HTRF, 2 h; stronger effect = lower value; activity change, negative = inhibition, % at 11.5 µM; actives 0.2% (n = 330,000); AID 504810;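 active = activity change below a set negative limit, meaning inhibition stronger than a set level, cut at about -70% in these data; inconclusive = activity change between two set negative limits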; also: % is scaled to controls: 0 for no effect and ±100 for the full control effect
# Target sequence (P16473 whole entry, looked up): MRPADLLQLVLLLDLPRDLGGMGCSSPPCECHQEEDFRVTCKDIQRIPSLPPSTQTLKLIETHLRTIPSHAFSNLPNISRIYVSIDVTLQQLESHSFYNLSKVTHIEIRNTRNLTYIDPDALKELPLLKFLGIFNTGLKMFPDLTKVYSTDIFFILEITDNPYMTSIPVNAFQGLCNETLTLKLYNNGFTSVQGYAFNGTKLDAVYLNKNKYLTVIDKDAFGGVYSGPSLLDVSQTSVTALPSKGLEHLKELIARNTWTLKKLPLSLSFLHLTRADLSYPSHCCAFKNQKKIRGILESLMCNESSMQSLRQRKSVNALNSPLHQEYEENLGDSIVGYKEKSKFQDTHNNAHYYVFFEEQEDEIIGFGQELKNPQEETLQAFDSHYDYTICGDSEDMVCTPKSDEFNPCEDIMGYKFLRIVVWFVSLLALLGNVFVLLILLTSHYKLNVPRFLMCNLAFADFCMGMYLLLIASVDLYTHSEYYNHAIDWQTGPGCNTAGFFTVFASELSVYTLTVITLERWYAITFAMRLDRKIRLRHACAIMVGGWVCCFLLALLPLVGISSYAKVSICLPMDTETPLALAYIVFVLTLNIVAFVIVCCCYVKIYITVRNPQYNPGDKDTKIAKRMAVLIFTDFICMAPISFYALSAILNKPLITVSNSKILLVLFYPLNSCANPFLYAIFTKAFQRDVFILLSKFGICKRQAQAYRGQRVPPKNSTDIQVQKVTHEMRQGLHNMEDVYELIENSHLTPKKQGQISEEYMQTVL
#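 Read-out is FRET at 665 nm (cryptate excitation 337 nm) from a cryptate-tagged anti-cAMP antibody, competed by cell cAMP against cAMP-d2. Compounds are tested on freshly harvested TSHR cells challenged with 4nM TSH (EC80) for 2 hours at 37 deg C.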
# TRPV1 agonist: human TRPV1 agonism. activation, % at 8.33 µM. TRPV1-expressing cells, Fluo-8 calcium influx, agonist mode. Q8NER1. AID 540275. actives 0.19% (n = 320,000); in the data active = activation above about 80%; inconclusive = between about 30% and that limit; also: 0% is about no effect
#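 Fluo-8 calcium influx in TRPV1-expressing cells, kinetic read (ex 480/em 520 nm). Compound added and read 3 min for agonist activity, followed by capsaicin at EC20 final and 2 min further read for enhancement.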
# USP2a block: USP2a (human) protease inhibition. AID 463254. Potency, µM (doses to about 38.3 µM), inactives show at the top dose activity change, negative = inhibition, most hits filed as inhibitors. O75604. actives 0.01% (n = 330,000). USP2 core, Ub-CHOP2 coupled fluorogenic reporter, 485/531;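 also: potency is read from the fitted curve at half-maximal effect; plate controls were DMSO wells for no effect and full inhibition by NEM control for full effect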
#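 Deubiquitinase activity read as fluorescence (485/531 nm) after Ub-CHOP2 cleavage activates the enterokinase reporter on its substrate; USP2 core 10nM, Ub-CHOP2 and substrate 25nM each, 30min compound preincubation then 60min RT; data normalized to NEM, curves fitted.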
# TCR activator: activates T cell receptor signaling | primary human leukocytes, anti-CD3, IL-2 HTRF, 48 h | Potency, µM (top dose mostly 9.22 µM), for inactives: top-dose activation of IL-2 secretion, usual class: activators | 330,000 tested, under 10 active | AID 504894; also: % of control where 0% means no effect
#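 HTRF read-out of IL-2 secretion: europium cryptate donor excited at 320nm, d2 acceptor emission at 665nm. Cells were primary human leukocytes incubated 48 hr with compounds and a-CD3 beads, supplying TCR signal only.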
# KCNH2 3.1 inh: inhibitors of human KCNH2 3.1 potassium channel isoform; activity change, % (tested at about 1.8 µM); U2OS KCNH2 3.1, thallium flux FluxOr; stronger effect = lower value; actives 0.95% (n = 340,000);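 active = maximum activity change below -70%; inconclusive = maximum activity change from -70% to -50%; inactive = maximum activity change above -50%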;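 also: thallium influx rate constant from kinetic fluorescence after stimulation buffer; % is scaled to controls: 0 for no effect and ±100 for the full control effect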
#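 Steps: virus added to U2OS suspension (4 h, RT, dark); medium with 10% FBS added, cells plated, 37 C overnight; FluxOr/Red40 loading buffer 45 min RT; stimulation buffer, 2 min kinetic read; rate constant normalized.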
# hERG WT inh: inhibitors of human wildtype KCNH2 potassium channel; Q12809; U2OS, BacMam KCNH2, thallium flux FluxOr; stronger effect = lower value; activity change, % at 1.84 µM; actives 0.37% (n = 340,000); AID 720551;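 active = maximum activity change below -70%; inconclusive = maximum activity change between -70% and -50%; inactive = maximum activity change above -50%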; also: % is scaled to controls: 0 for no effect and ±100 for the full control effect
#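 U2OS cells were transduced with wild-type KCNH2 virus (2.03 x 10^8 / mL) for 4 h at room temperature, then cultured overnight at 37 C. Thallium flux was read with FluxOr dye. Rate constants were normalized to DMSO controls.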
# AT treatment: candidate therapy for ataxia-telangiectasia; […] A-T fibroblasts, KAP-1 phosphorylation AlphaLISA; neocarzinostatin DNA damage 30 min before lysis; Potency, µM (series often up to 57.5 µM), inactives show at the highest dose activation, usual class: activators; actives 0.19% (n = 320,000); AID 485349; also: potency is read from the fitted curve at half-maximal effect; % of control where 0% means no effect; nearly all actives have a fitted effect of over 45% in size
#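 ATM-like activity read as KAP-1 phosphorylation via AlphaLISA donor/acceptor antibody pairs after lysis and 6 hr at 25C. Cells were ATM-null patient fibroblasts ([…], hTERT), dosed 60 min, then exposed to the DSB inducer NCS for 30 min.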
# ELG1 repair inh: inhibitors of ELG1-dependent DNA repair in HEK293T cells; HEK293T ELG1-luciferase reporter, luminescence, 16 h; DNA damage induced by 5-fluorouridine; Potency, µM (top dose mostly 46.1 µM), for the others: at the top dose activity change, negative = inhibition, usual class: inhibitors; actives 2.3% (n = 330,000); AID 504467; also: potency is read from the fitted curve at half-maximal effect; % is scaled to controls: 0 for no effect and ±100 for the full control effect; nearly all actives have a fitted effect of over 55% in size
#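 Cells (2,000 per well) received 5-fluorouridine plus test compound or DMSO and were incubated 16 hr at 37 °C, 5% CO2. Luciferase activity was read by luminescence 30 min after ONE-Glo addition; signal suppression marked inhibition of damage-induced ELG1 function.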
# The depositor's hits bear a star; ? = inconclusive; / = no result given; [ ] = another dose, or the depositor's remark. Unless noted, calls follow the shape of the dose curve; as a rule, active = well fitted curve in the direction sought with a large enough effect; inconclusive = small, poorly fitted or top-dose-only effect, or another doubt; inactive = no such curve, though single readings can be large; an effect the other way counts as inactive or inconclusive. These rows are one share of the data; rates above refer to the full screens.
No. | canonical_smiles | Mito fusion act | hERG WT inh | AT treatment | TSHR antag | TCR activator
1 | COc1ccccc1C(=O)NCCC(=O)NCC(c1ccco1)N1CCCCC1 (stereo not drawn) | -1% | -21 | -10% | 4 | 6%
2 | CN(CC1COc2ccccc2O1)C(=O)CSc1ncnc2sccc12 (stereo not drawn) | 8% | 1 | 12% | -9 | 1%
3 | CCCn1nc(NC(=O)c2cccs2)c2cc3ccc(C)cc3nc21 | -7% | 13 | / | -7 | 9%
4 | Cc1ccc(COC(=O)c2cc(S(=O)(=O)N3CCOCC3)ccc2C)cc1 | ? | 1 | 28% | 6 | -6%
5 | O=C(CSc1nc2ccccc2c(=O)n1Cc1ccccc1)NCc1ccco1 | -5% | -4 | 26% | 13 | /
6 | COC(=O)c1ccccc1NC(=O)c1ccc2nccnc2c1 | 9% | -9 | -3% | 10 | -3%
7 | Cc1ccc(S(=O)(=O)N2CCC(C(=O)N[C@@H](C)C(=O)NC3CCS(=O)(=O)C3)CC2)cc1 (stereo partly drawn) | -7% | / | -21% | 20 | /
8 | CCN1CCN(C(=O)CN(c2ccccc2C)S(C)(=O)=O)CC1 | 0% | 1 | -1% | 3 | 1%
9 | CCn1c(=O)c(C(=O)Nc2ccsc2C(=O)OC)c(O)c2ccccc21 | -1% | / | 0% | 13 | 3%[46.1 µM]
10 | CC(C)(C)C(Cn1ccnc1)NC(=O)c1ccc2nc(C3CC3)oc2c1 (stereo not drawn) | -7% | -8 | 6% | -10 | 0%
11 | Cc1c(Cl)cccc1NC(=O)CS(=O)(=O)c1ccccc1 | 3% | -15 | -10% | 2 | 8%
12 | COCCNC(=S)NNC(=O)c1ccco1 | 0% | 0 | 2% | 2 | -8%
13 | C/C(=N\NC(=O)NC1CCCCC1)c1ccc(Cl)s1 | 12% | -8 | -10% | 2 | 0%
14 | Cc1ccc(N(C(=O)CNC(=O)c2ccco2)C(C(=O)NC2CCCC2)c2ccncc2)c(C)c1 (stereo not drawn) | 5% | 6 | -5% | -5 | -4%
15 | CCCc1[nH][nH]c(=O)c1C(c1ccccc1)C(C#N)C#N (stereo not drawn) | -7% | 5 | 5% | 1 | -9%

No. | USP2a block | Eya2 inh | ELG1 repair inh | TRPV1 agonist | KCNH2 3.1 inh
1 | 1% | -1% | 10% | 0 | -17
2 | 1% | 8% | -12% | 4 | 3
3 | 1% | 1% | -27% | / | -28
4 | -2% | 5% | 23µM* | 16 | -19
5 | -5% | -16% | 8% | -5 | -15
6 | 1% | 20% | -3% | -3 | 10
7 | 2% | 10% | 3% | 2 | /
8 | 4% | 24% | 2% | 2 | -8
9 | -1% | -19% | ? | -1 | /
10 | 3% | -1% | 11% | 0 | /
11 | 1% | 8% | 11% | 5 | -2
12 | 3% | -13% | 18% | -1 | -18
13 | 1% | 10% | 0% | ? | 5
14 | 1% | 0% | 0% | 2 | 10
15 | 3% | -2% | 17% | -13 | 2

# Remaining list, next part
No. | canonical_smiles | Mito fusion act | hERG WT inh | AT treatment | TSHR antag | TCR activator
16 | Cc1ccc2nc(-c3ccc(NC(=O)CCS(=O)(=O)c4ccccc4)cc3)sc2c1 | 1% | 24 | 12% | -37 | -1%[46.1 µM]
17 | CCOC(=O)C(NC(C)=O)(Nc1cccc(F)c1)C(F)(F)F (stereo not drawn) | 0% | 5 | 2% | 5 | -1%
18 | COc1ccc(Cn2c(=S)[nH]c3ccccc32)cc1 | -1% | 2 | -5% | 3 | 1%
19 | CCOC(=O)N1CCN(C(=O)COc2ccc(S(=O)(=O)NCc3ccccc3)cc2)CC1 | -1% | -1 | 7% | 2 | -1%
20 | CCOC(=O)C1CCCN(C(=O)c2cc3cc(F)ccc3[nH]2)C1 (stereo not drawn) | 8% | -24 | 0% | 5 | 9%
21 | Cc1ccc(-c2nnn(CC(=O)N3CCCCC3)n2)o1 | -3% | -9 | 1% | -7 | -3%
22 | COc1ccc2nc3cc(Cl)ccc3c(Nc3cc(C(C)C)c(O)cc3C)c2c1 | -11% | 6 | -14% | 12 | -7%
23 | CCC(=O)Nc1sc2c(c1C(=O)OC)CCN(Cc1ccccc1)C2 | 4% | -2 | 4% | 0 | -2%
24 | CC(=O)C1=C(O)C(=O)N(CCC(=O)O)C1c1ccccc1Cl (stereo not drawn) | 1% | -5 | 1% | 9 | /
25 | COc1ccc2[nH]c3c(c2c1)CCN1C(=O)C(CC(=O)NCCC2=CCCCC2)C[C@H](C(=O)N2CCOCC2)[C@@]31C (stereo partly drawn) | / | -14 | 14% | -13 | 12%[46.1 µM]
26 | CSc1nc(N)c(NC(=O)c2ccc(Br)o2)c(=O)[nH]1 | 0% | 21 | 12% | -7 | 0%
27 | COc1ccc(C(=O)N2CCN(c3ccccn3)CC2)cc1 | -1% | -4 | 0% | -1 | 1%
28 | COc1ccc(/C=C2\SC(=O)N(CC(=O)NC3CCS(=O)(=O)C3)C2=O)cc1 (stereo not drawn) | -4% | 4 | 3% | 9 | -6%
29 | O=C(COc1ccccc1)Nc1ccccc1N1CCCCC1 | 28% | 3 | 36% | -4 | 2%
30 | COc1ccc(-c2csc3ncnc(Oc4ccc5c(C)cc(=O)oc5c4)c23)cc1 | ? | 7 | 2% | -14 | -7%[46.1 µM]

No. | USP2a block | Eya2 inh | ELG1 repair inh | TRPV1 agonist | KCNH2 3.1 inh
16 | 3% | 5% | ? | 0 | -1
17 | 3% | 25% | 1% | -3 | /
18 | 2% | -13% | 4% | 10 | -2
19 | 0% | -4% | -16% | -2 | 8
20 | 1% | -4% | ? | -2 | -4
21 | -3% | -3% | ? | 4 | 21
22 | 0% | -2% | ? | 5 | -24
23 | 0% | -6% | -11% | 8 | -8
24 | 1% | 3% | 3% | -2 | 1
25 | 3% | 3% | -5% | / | 8
26 | 2% | 7% | 0% | -3 | /
27 | 4% | 15% | -1% | 5 | 7
28 | 5% | -11% | ? | -7 | 4
29 | 0% | -4% | -16% | 29 | -14
30 | 1% | 1% | ? | -1 | 2

# (listing goes on)
No. | canonical_smiles | Mito fusion act | hERG WT inh | AT treatment | TSHR antag | TCR activator
31 | O=C(Nc1cc([N+](=O)[O-])ccc1O)NC1CCS(=O)(=O)C1 (stereo not drawn) | 4% | 4 | 15% | 11 | -10%
32 | CC(C)C(=O)Nc1c(-c2ccccc2F)c(=O)c2ccccc2n1C | 38% | -4 | 19% | 14 | 2%
33 | Cc1c(N(C)S(=O)(=O)c2cc(C(=O)N3CCCC3)ccc2Cl)c(=O)n(-c2ccccc2)n1C | 3% | -14 | 8% | 33 | -1%
34 | O=C(CSc1nnc(-c2ccc(F)cc2)o1)Nc1ccc(S(=O)(=O)N2CCCCCC2)cc1 | 4% | 1 | 0% | -14 | 6%
35 | CC1CC(C)CN(C(=O)Nc2ccc(Br)cc2)C1 (stereo not drawn) | -5% | -4 | -4% | -3 | 5%
36 | Cc1ccc(C)c(-c2cc(C(=O)Nc3cccnc3)c3ccccc3n2)c1 | 13% | -7 | 12% | -8 | -2%

No. | USP2a block | Eya2 inh | ELG1 repair inh | TRPV1 agonist | KCNH2 3.1 inh
31 | -5% | -14% | 1% | -1 | 4
32 | 2% | 14% | 19% | -4 | -8
33 | 2% | -25% | 1% | -5 | -10
34 | 3% | -2% | -3% | 4 | -31
35 | 4% | -2% | 3% | ? | -36
36 | -3% | -7% | ? | 2 | -34

# Of the compounds above, these contain a furan ring, fused or not.
No. | canonical_smiles | Mito fusion act | hERG WT inh | AT treatment | TSHR antag | TCR activator
1 | COc1ccccc1C(=O)NCCC(=O)NCC(c1ccco1)N1CCCCC1 (stereo not drawn) | -1% | -21 | -10% | 4 | 6%
5 | O=C(CSc1nc2ccccc2c(=O)n1Cc1ccccc1)NCc1ccco1 | -5% | -4 | 26% | 13 | /
12 | COCCNC(=S)NNC(=O)c1ccco1 | 0% | 0 | 2% | 2 | -8%
14 | Cc1ccc(N(C(=O)CNC(=O)c2ccco2)C(C(=O)NC2CCCC2)c2ccncc2)c(C)c1 (stereo not drawn) | 5% | 6 | -5% | -5 | -4%
21 | Cc1ccc(-c2nnn(CC(=O)N3CCCCC3)n2)o1 | -3% | -9 | 1% | -7 | -3%
26 | CSc1nc(N)c(NC(=O)c2ccc(Br)o2)c(=O)[nH]1 | 0% | 21 | 12% | -7 | 0%

No. | USP2a block | Eya2 inh | ELG1 repair inh | TRPV1 agonist | KCNH2 3.1 inh
1 | 1% | -1% | 10% | 0 | -17
5 | -5% | -16% | 8% | -5 | -15
12 | 3% | -13% | 18% | -1 | -18
14 | 1% | 0% | 0% | 2 | 10
21 | -3% | -3% | ? | 4 | 21
26 | 2% | 7% | 0% | -3 | /
